# Assay outcomes: PubChem, several laboratories
# NR2F2 inh – NR2F2 transcriptional activity inhibitors, primary screen, cell-based, luciferase reporter, HEK293T, luminescence. HEK293T NGFI-A luciferase reporter. inhibition, % at 8.6 µM. 370,000 tested, 0.7% active. AID 686940, 2013;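 active means inhibition above a per-plate cutoff, mean inhibition of test wells between control levels plus 3 SD, cut at about 38% in these data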;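 further: cells cotransfected with COUP-TFII expression vector driving the NGFI-A reporter; 0% = median of COUP-TF2 test wells and 100% = reporter-only cells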
# SRC2 inh – inhibition of GAL4-SRC2 driven luciferase reporter, primary screen, SRC2 inhibitor project, cell-based, luminescence | Nuclear receptor coactivator 2 (Homo sapiens), Q15596 | HEK293 GAL4-SRC2 luciferase reporter | inhibition, % at 9 µM | 370,000 tested, 0.17% active | AID 651957, 2012;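 active means inhibition above the mean inhibition of all tested compounds plus 3 SD, set per campaign, cut at about 52% in these data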;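 further: 0% = DMSO treated cells and 100% = cells given Gossypol at 36 µM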
# MC4R antag cAMP – MC4R antagonists of cAMP signaling, primary screen, cell-based, TR-FRET, antagonist arm of biased-ligand search | Melanocortin receptor 4 (Homo sapiens), P32245 | 360,000 tested, 0.48% active | MC4R-expressing cells, MTII-stimulated cAMP, LANCE TR-FRET | inhibition, % at 6.5 µM;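 active means inhibition above its plate's cutoff, the mean of tested wells on that plate plus 3 SD, cut at about 29% in these data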;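 further: 0% = Melanotan II alone and 100% = Melanotan II plus saturating MCL0020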
#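 Assay system: human MC4R-expressing U2OS cells; reagent: Melanotan II stimulation of cells; dosing: 6.5 µM single dose; timing: compound 30 min, challenge 1 h, detection 1 h; signal: TR-FRET cAMP assay; replicates: one well per compound, no replicates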
# ABHD5 PLIN5 PPI – ABHD5-PLIN5 interaction inhibitors, primary screen, cell lysate, split luciferase complementation, luminescence; AID 602281, 2012; 360,000 tested, 0.78% active; Perilipin-5 (Homo sapiens) + 1-acylglycerol-3-phosphate O-acyltransferase ABHD5 (Homo …; Split G. princeps luciferase complementation, 4 h; inhibition, % at 4 µM;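 active means inhibition above the mean inhibition across every tested compound plus 3 SD, cut at about 22% in these data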;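 further: 0% = DMSO only wells and the 100% control is not disclosed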
# Target sequence (Q00G26 whole entry, looked up): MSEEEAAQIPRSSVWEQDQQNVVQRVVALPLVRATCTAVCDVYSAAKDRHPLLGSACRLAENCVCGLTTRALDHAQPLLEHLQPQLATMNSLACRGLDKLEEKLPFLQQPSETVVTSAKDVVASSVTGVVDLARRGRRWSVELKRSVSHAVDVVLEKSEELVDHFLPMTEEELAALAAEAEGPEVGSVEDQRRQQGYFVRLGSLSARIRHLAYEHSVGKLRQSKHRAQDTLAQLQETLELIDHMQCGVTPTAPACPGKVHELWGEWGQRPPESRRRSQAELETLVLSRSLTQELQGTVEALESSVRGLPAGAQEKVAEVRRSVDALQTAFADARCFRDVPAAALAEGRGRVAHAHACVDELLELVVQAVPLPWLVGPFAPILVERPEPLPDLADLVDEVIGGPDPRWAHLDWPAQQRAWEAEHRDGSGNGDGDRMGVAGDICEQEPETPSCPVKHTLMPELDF
# Target sequence (Q8WTS1 whole entry, looked up): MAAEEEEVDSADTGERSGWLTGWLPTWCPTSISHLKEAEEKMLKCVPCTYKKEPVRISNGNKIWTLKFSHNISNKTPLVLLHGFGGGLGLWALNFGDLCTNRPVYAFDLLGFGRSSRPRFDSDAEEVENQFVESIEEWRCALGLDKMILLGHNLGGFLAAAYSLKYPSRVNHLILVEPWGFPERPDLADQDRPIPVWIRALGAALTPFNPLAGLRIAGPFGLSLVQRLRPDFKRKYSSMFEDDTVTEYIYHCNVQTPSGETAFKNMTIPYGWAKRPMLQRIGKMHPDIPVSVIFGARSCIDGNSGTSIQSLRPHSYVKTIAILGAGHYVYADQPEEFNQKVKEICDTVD
# SRC1 inh – SRC1 coactivator transcriptional activity inhibitors, primary screen, cell-based, luminescence; Nuclear receptor coactivator 1 (Homo sapiens), Q15788; HEK293 GAL4-SRC1 luciferase reporter; inhibition, % at 3.6 µM; 360,000 tested, 0.12% active; AID 588354, 2011;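 active means inhibition above the campaign mean plus 3 SD, with each screening campaign given its own cutoff, cut at about 60% in these data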;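 further: 0% = DMSO treated cells and 100% = gossypol at 36 µM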
# NOD2-RIPK2 inh – NOD2-RIPK2 binding disruptors in cells, primary screen, fluorescence, CHO cells, BLA complementation; Receptor-interacting serine/threonine-protein kinase 2 (Homo sapiens), O43353; CCF4 ratio; inhibition, % at 4.98 µM; 360,000 tested, 0.38% active; AID 624267, 2012; in the data active means inhibition above about 21%;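 further: 0% = vehicle only and 100% = reference blocker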
# MC4R ag barr – MC4R agonists recruiting beta-arrestin, primary screen, cell-based, luminescence, agonist arm of biased-ligand search | Melanocortin receptor 4 (Homo sapiens), P32245 | 360,000 tested, 0.98% active | U2OS MC4R beta-arrestin complementation; percent of melanotan II response, DMSO zero | activation, % at 8.9 µM;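 active means activation above a per-plate cutoff, the mean activation of sample wells on that plate plus 3 SD, cut at about 8% in these data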
# SRC3 inh – SRC3 coactivator transcriptional activity inhibitors, primary screen, cell-based, luminescence; Nuclear receptor coactivator 3 (Homo sapiens), Q9Y6Q9; HEK293 GAL4-SRC3 luciferase reporter; inhibition, % at 3.6 µM; 360,000 tested, 0.17% active; AID 588352, 2011;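 active means inhibition above a per-campaign cutoff, the mean of all compounds plus 3 SD, cut at about 60% in these data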;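 further: 0% = DMSO-treated cells and 100% = gossypol-treated cells at 36 µM; higher means less SRC3-driven luciferase light from the GAL4 reporter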
# TLR9-MyD88 inh – inhibitors of TLR9-MyD88 association in cells, primary screen, cell-based, CHO, BLA complementation, fluorescence | 340,000 tested, 0.21% active | Toll-like receptor 9 (Homo sapiens) + Myeloid differentiation primary response protein … | CCF4 FRET ratio | inhibition, % at 4.98 µM;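 active means inhibition above the mean over all tested compounds plus 3 SD, cut at about 21% in these data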;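 further: 0% = DMSO only wells and 100% = clavulanate BLA inhibitor control wells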
# NR5A2 inv ag – LRH-1 (NR5A2) inverse agonists, primary screen, cell-based, luminescence, HEK293T, StAR-luciferase reporter. LRH-1 transfected, 24 h. inhibition, % at 3.6 µM. 360,000 tested, 0.13% active. AID 602396, 2012;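 active means inhibition above the mean inhibition of all tested compounds plus 3 SD, cut at about 73% in these data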;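 further: 0% = DMSO wells and 100% = reporter-only cells lacking LRH-1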
# LMP1 NFkB inh – EBV LMP1-driven NF-kappaB luciferase reporter inhibitors, primary screen, cell-based, luminescence, single point | 350,000 tested, 0.69% active | LMP1-induced NF-kappaB luciferase reporter cells | inhibition, % at 12.5 µM | AID 504558, 2011; in the data active means inhibition above about 41%;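 further: 0% = neutral control wells and 100% = reference inhibitor control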
# Starred values were filed as active, the others as inactive; x = no result given. Only part of the results is shown; count on the stated rates, not on these rows.
SMILES,NR2F2 inh,SRC2 inh,MC4R antag cAMP,ABHD5 PLIN5 PPI,SRC1 inh,NOD2-RIPK2 inh,MC4R ag barr,SRC3 inh,TLR9-MyD88 inh,NR5A2 inv ag,LMP1 NFkB inh
CCOC(=O)C1=NOC2(C1)C(=O)Nc1c(Cl)cccc12 (stereo unspecified),-2,13,x,-1,x,-3,x,x,x,7,x
COc1ccc(NC(=O)CN(C)C(=O)CCC(=O)c2ccc(C)cc2)cc1,-6,-20,9,-9,-10,-2,-2.3,9,-9,4,1
O=C(Nn1cnnc1)c1cc(Cl)ccc1Cl,0,-1,-7,-1,4,2,-0.5,-3,-5,18,5
COC(=O)COc1ccc2cccc(-n3cnnn3)c2c1,12,-20,3,2,-7,1,-0.1,15,-2,6,-15
COC(=O)c1cc(NC(=O)c2cccnc2)ccc1N1CCOCC1,-4,-3,8,-1,-6,4,-2.6,16,3,-3,2
Cc1ccc(-c2nnc(CCC(=O)N(C)Cc3nccs3)o2)s1,12,-39,-1,4,-4,-2,-0.9,-18,-6,-5,-12
COc1ccc(C(=O)NC2CCCc3ccccc32)cc1Br (stereo unspecified),-4,2,2,-2,-55,-6,0.5,8,9,8,8
COc1ccc(CN2CCNC(=O)C2CC(=O)O)c(OC)c1 (stereo unspecified),2,3,-4,15,8,-1,0.7,-15,2,-11,-3
COc1ccc(Cl)cc1C(=O)n1cnc2ccccc21,4,-11,4,3,-13,-2,-0.2,-11,-2,-12,-1
CCN(CC(=O)Nc1ccccc1C(F)(F)F)C(=O)CN1C(=O)NC(C)(c2ccccc2)C1=O (stereo unspecified),11,-18,-5,2,-18,-8,-2.5,-4,-8,1,-5
Cc1cc(NC(=O)C(C)SCC(=O)N(C)Cc2ccccc2F)no1 (stereo unspecified),-22,-15,4,4,-7,-9,0.3,-29,-8,-8,5
Cc1cc(=O)[nH]c(SCc2nnc(-c3ccccc3)o2)n1,-17,-8,1,-2,-21,-2,-0.1,-1,-9,-9,-2
COC(=O)[C@@]1(Cc2ccc(OC)cc2)[C@H]2c3cc(C(=O)N4CCCC4)n(Cc4cc(C)n(C)n4)c3C[C@H]2CN1C(=O)c1ccccc1,8,-20,x,8,x,1,x,x,x,-12,x
Cc1ccc2sc(NNC(=O)C3=COCCO3)nc2c1C,-2,0,5,2,-13,6,-1.3,-22,-5,1,1
COc1ccc(-c2noc(CN(C(=O)c3cccs3)C(C)C)n2)cc1,11,2,9,-5,6,-1,0.6,-11,-9,-11,-1
O=C(O)c1cncc(C#Cc2ccccc2)c1,-19,1,6,0,-39,12,-2.2,-20,2,-9,-8
O=C(NC1CCCN(CCc2ccccc2)C1)c1c[nH]c2ccccc12 (stereo unspecified),12,-4,-3,4,8,6,0.1,-2,-9,2,-7
Cc1ccc(-c2cc(C(=O)N3CCC(C)CC3)c3ccccc3n2)cc1,4,7,3,-5,-7,-3,-4.2,9,-12,-16,-4
N#CSC(c1ccccc1)c1nc2ccccc2[nH]c1=O (stereo unspecified),13,-5,10,-11,-26,6,3.0,2,-8,-9,2
CN(c1ccccc1)S(=O)(=O)c1ccc(Cl)c(C(=O)OCC(=O)NC2CCS(=O)(=O)C2)c1 (stereo unspecified),-22,-40,21,0,-13,-13,-1.0,16,-10,-19,0

# Sorted by molar mass (smallest number first): some entries from above
SMILES,NR2F2 inh,SRC2 inh,MC4R antag cAMP,ABHD5 PLIN5 PPI,SRC1 inh,NOD2-RIPK2 inh,MC4R ag barr,SRC3 inh,TLR9-MyD88 inh,NR5A2 inv ag,LMP1 NFkB inh
O=C(O)c1cncc(C#Cc2ccccc2)c1,-19,1,6,0,-39,12,-2.2,-20,2,-9,-8
O=C(Nn1cnnc1)c1cc(Cl)ccc1Cl,0,-1,-7,-1,4,2,-0.5,-3,-5,18,5
COC(=O)COc1ccc2cccc(-n3cnnn3)c2c1,12,-20,3,2,-7,1,-0.1,15,-2,6,-15
COc1ccc(Cl)cc1C(=O)n1cnc2ccccc21,4,-11,4,3,-13,-2,-0.2,-11,-2,-12,-1
CCOC(=O)C1=NOC2(C1)C(=O)Nc1c(Cl)cccc12 (stereo unspecified),-2,13,x,-1,x,-3,x,x,x,7,x
Cc1cc(=O)[nH]c(SCc2nnc(-c3ccccc3)o2)n1,-17,-8,1,-2,-21,-2,-0.1,-1,-9,-9,-2
Cc1ccc(-c2cc(C(=O)N3CCC(C)CC3)c3ccccc3n2)cc1,4,7,3,-5,-7,-3,-4.2,9,-12,-16,-4
O=C(NC1CCCN(CCc2ccccc2)C1)c1c[nH]c2ccccc12 (stereo unspecified),12,-4,-3,4,8,6,0.1,-2,-9,2,-7
COc1ccc(-c2noc(CN(C(=O)c3cccs3)C(C)C)n2)cc1,11,2,9,-5,6,-1,0.6,-11,-9,-11,-1
Cc1cc(NC(=O)C(C)SCC(=O)N(C)Cc2ccccc2F)no1 (stereo unspecified),-22,-15,4,4,-7,-9,0.3,-29,-8,-8,5
CN(c1ccccc1)S(=O)(=O)c1ccc(Cl)c(C(=O)OCC(=O)NC2CCS(=O)(=O)C2)c1 (stereo unspecified),-22,-40,21,0,-13,-13,-1.0,16,-10,-19,0

# Next results follow.
SMILES,NR2F2 inh,SRC2 inh,MC4R antag cAMP,ABHD5 PLIN5 PPI,SRC1 inh,NOD2-RIPK2 inh,MC4R ag barr,SRC3 inh,TLR9-MyD88 inh,NR5A2 inv ag,LMP1 NFkB inh
N/C(=N\S(=O)(=O)c1cc(C(F)(F)F)cc(C(F)(F)F)c1)c1ccc(Cl)cc1,5,-5,0,-8,-5,-4,6.5,17,-10,5,8
N#Cc1c(N)[nH]c(C(=O)c2ccccc2)c1-c1ccc(Cl)cc1,7,6,x,-3,x,-7,x,x,x,-21,x
Cc1ccc(C)c2[nH]c(=O)c(CCNC(=O)c3ccc(S(=O)(=O)N4CCCC4)cc3)cc12,4,-36,11,1,-5,-5,-0.7,-10,-19,-3,-14
COC(=O)c1c(NC(=O)C(=O)N2CCOCC2)sc2c1CCCC2,9,11,4,0,3,2,-1.4,-8,3,9,-12
COc1cc2c(cc1OC)C(c1ccccc1[N+](=O)[O-])N(C(C)=O)CC2 (stereo unspecified),-9,-4,15,-2,1,-8,1.4,-7,-6,3,-11
CCOc1ccc(C(O)(CCC(C)C)C(CN2CCOCC2)c2ccccc2)cc1 (stereo unspecified),16,13,-7,-5,0,-2,0.3,-2,12,6,8
O=C(Nc1cc(C(F)(F)F)cc(C(F)(F)F)c1)Nc1cnn(-c2ccc([N+](=O)[O-])cc2)c1C(F)(F)F,-12,-9,8,7,-14,1,-0.5,9,1,4,57*
CCN(C(=O)COC(=O)c1ccccc1NCCO)c1cccc2ccccc12,3,2,-4,6,5,-7,-0.7,-16,-3,-5,3
COC(=O)Cn1cc(/C=C/c2cc[n+](C)cc2)c2ccccc21,-14,-30,-14,1,-7,12,-0.7,5,6,8,-6
CC(=O)Nc1cccc(-c2nc3ccccc3[nH]2)c1,21,-23,-1,-1,-20,2,-2.4,3,7,-12,-8
CC1(c2cccc(Br)c2)NC(=O)N(CC(=O)Nc2ccc(F)cc2)C1=O (stereo unspecified),8,-41,0,-2,2,2,0.5,-1,1,-7,-6
Cc1cc(C)c2c(=O)[nH]c(SCC(=O)NCc3ccccc3)nc2n1,-1,-26,-1,-5,0,-7,-2.6,18,-2,1,-2
COCCNC(=O)CN1C(=O)CC(C)(C)S(=O)(=O)c2ccccc21,2,-35,4,3,14,-33,-2.3,7,-2,0,-2
CN1CCN(S(=O)(=O)c2ccc(Nc3ccc(F)cc3)nc2)CC1,7,14,4,5,-16,1,-0.6,-3,-10,-2,11
O=C(NCc1ccc(F)cc1)c1c2c(nc3ccccc13)CCC2,-13,-21,16,1,-18,-12,-1.3,-18,-2,-41,-13
CCOc1ccc(C(=O)CCc2nc3ccccc3s2)cc1,7,-24,-1,0,9,1,0.1,-2,-1,-13,-13
COc1cccc(C2c3[nH]c4ccccc4c3C[C@H]3C(=O)N(C4CCN(Cc5ccccc5)CC4)CC(=O)N23)c1 (stereo partly specified),20,9,13,5,1,1,1.0,19,-7,-4,1
O=C(NN1CCCCC1)c1ccccc1,9,-8,1,7,-4,3,0.3,12,-2,11,-8
CCOC(=O)CSc1ccc(C(=O)NCCN2CCOCC2)cc1[N+](=O)[O-],8,12,6,-1,4,-7,2.3,2,-3,-2,-2
Cc1ccc(C(=O)Nc2cccc(C(=O)N/N=C/c3ccc(O)cc3)c2)cc1,-34,-33,4,3,-83,-3,-0.7,-67,2,-64,34
COc1ccc(C(NC(=O)c2ccc(-c3ccccc3)cc2)c2ccccc2)cc1 (stereo unspecified),3,-22,-3,4,-34,6,7.6,-29,-2,8,-24
CC(=O)c1ccc(N2CCN(C(=O)C(=O)c3c(C)[nH]c4ccccc34)CC2)cc1,-11,-36,2,-1,0,0,-0.2,-3,-1,11,5
Cc1coc(NC(=O)CSc2nc(-c3ccc(Cl)cc3)cc(C(F)(F)F)c2C#N)n1,1,-10,-2,0,-7,7,5.7,3,1,5,-58
CC(C)c1nc(NCCO)c2nnn(Cc3ccccc3)c2n1,-20,6,12,-4,-1,-6,-3.1,0,-1,-9,8
CSc1c(CN2CCN(C)CC2)c2ccccc2n1C,-1,-23,7,-21,-4,-18,-1.8,2,x,1,x
COCC(=O)Nc1cc(Cl)ccc1C,2,20,12,3,-9,-3,-2.3,1,0,18,-6
Cn1c(=O)oc2cc(S(=O)(=O)N3CCN(c4cccc(Cl)c4)CC3)ccc21,-1,-22,-2,2,-6,-2,11*,-13,-6,-6,-5
